Bioassay records as filed in PubChem BioAssay.
PhoP GFP inhibition = Inhibition of PhoP regulon, Salmonella typhi GFP reporter cells, confirmation, 4 h (AID 1850); Salmonella Typhi PhoP-promoter GFP reporter, fluorescence, 4 h; higher % means a stronger effect; inhibition, % at 50 µM; hits with a dose series show IC50 in µM; 310,000 compounds, 0.33% hits; in the data active = a potency from the dose series; inconclusive = inhibition mostly from about 25% at the one dose, without a potency; inactive = the rest, 99 in 100 with inhibition below about 19%;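 also: 0% = induced wells with vehicle and 100% = uninduced wells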
tuberculosis growth = growth inhibition of non-replicating M. tuberculosis (AID 488890). inhibition, % at 25 µM; hits with a dose series show IC50 in µM. 320,000 compounds, 0.39% hits. Mycobacterium tuberculosis non-replicating, growth inhibition; higher % means a stronger effect; in the data active = a potency from the dose series; inconclusive = inhibition mostly from about 82% at the one dose, without a potency; inactive = the rest, 99 in 100 with inhibition below about 76%;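 also: plate controls were DMSO cells for no effect and high antibiotic wells for full effect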
VEEV TC-83 Vero = inhibitors of VEEV TC-83 cytopathic effect, confirmation, Vero cells (AID 588727) | Vero cells, VEEV TC-83 cytopathic effect inhibition; higher % means a stronger effect | inhibition, % at 20 µM; hits with a dose series show IC50 in µM | 350,000 compounds, 0.13% hits; in the data active = a potency from the dose series; inconclusive = inhibition mostly from about 14% at the one dose, without a potency; inactive = the rest, 99 in 100 with inhibition below about 12%; also: strong numbers were not always called active
influenza NS1A = H1N1 influenza NS1A inhibitors, functional cell based assay (AID 504329); NS1A functional cell-based assay, percent inhibition; higher % means a stronger effect; one-dose inhibition, % at 12.5 µM; IC50 in µM for titrated hits; 340,000 compounds, 0.3% hits; in the data active = a potency from the dose series; inconclusive = inhibition above about 27% without an active follow-up result; also: strong numbers were not always called active
M. tuberculosis HTS = M. tuberculosis growth inhibition, HTS (AID 449762) | one-dose inhibition, % at 25 µM; IC50 in µM for titrated hits | 330,000 compounds, 0.59% hits | M. tuberculosis H37Rv growth inhibition, 7H9 media; higher % means a stronger effect; in the data active = a potency from the dose series; inconclusive = inhibition above about 70% without an active follow-up result;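 also: bacterial growth assessed after seven days of incubation; strong numbers were not always called active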
VEEV TC-83 Vero 10K pilot screen = further read-out of VEEV TC-83 Vero, marked with its call; inhibition, %; measured here: 10K pilot screen inhibition
Active calls of the source: *; i = inactive; ? = inconclusive; nt = no result given.

SMILES	PhoP GFP inhibition	tuberculosis growth	VEEV TC-83 Vero	influenza NS1A	M. tuberculosis HTS	others
Cc1ccc(-c2nn(CCC(=O)NC(C)C)c(=O)c3ccccc23)cc1	0%	2%	i	-5%	-3%
O=C(N/N=C/c1ccco1)c1cc(C2CC2)[nH]n1	6%	-8%	1.9%	-22%	-3%
COc1cc(NC(=O)c2ccco2)ccc1NC(=O)C(C)C	-5%	-10%	i	-1%	0%
COC(=O)C(NC(=O)c1cccnc1Cl)C(C)C (stereo not given)	-4%	-7%	0.6%	-14%	5%
C#CC(C)(C)NC(=S)NC1CC2C=CC1C2 (stereo not given)	5%	11%	5.4%	10%	-2%
CCOC(=O)N1CCC2(CC1)C(C#N)=C(N)Oc1n[nH]c(CSc3ccc(C)cc3)c12	9%	12%	0.2%	9%	7%
Cc1nnc2sc(SCC(=O)N3CCc4ccccc43)nn2c1=O	nt	nt	0.7%	-12%	nt
CC1CN(C(=O)c2ccccc2NS(=O)(=O)c2cccc([N+](=O)[O-])c2)CC(C)O1 (stereo not given)	0%	5%	0.0%	3%	1%
O=C(Nc1ccnn1C1CCN(C(=O)Cc2cccc(Cl)c2)CC1)C1CC1	-5%	-4%	0.4%	5%	2%
OCCC1CN(Cc2ccc(C(F)(F)F)cc2)CCN1Cc1ccccc1 (stereo not given)	-1%	-2%	2.6%	-5%	6%
Cc1ccc(C)c(NC(=O)CCC(=O)N/N=C/c2ccc3c(c2)OCO3)c1	0%	-1%	0.3%	-2%	3%	VEEV TC-83 Vero 10K pilot screen=0.9
CCn1ncc(NC(=S)NCCc2ccccc2)c1C(N)=O	8%	6%	i	-5%	7%
CC(NC(=O)c1ccco1)C(=O)N1CCN(S(=O)(=O)c2ccccc2C#N)CC1 (stereo not given)	nt	-1%	1.0%	1%	-7%
C/C(Cc1ccccc1)=N/NC(=O)CCCC(=O)N/N=C(/C)Cc1ccccc1	20%	-17%	0.8%	2%	-2%
COc1ccc(NC(=O)Nc2ccc(C(=O)N3CCOCC3)cc2)c(OC)c1	15%	-12%	0.3%	-5%	31%
NC(=O)c1cc(S(=O)(=O)N2CCc3ccccc3C2)cs1	2%	3%	i	-5%	2%
O=C(CN(C(=O)c1csnn1)c1ccc(F)cc1)NCc1ccc2c(c1)OCO2	8%	16%	0.9%	5%	-9%
O=S(=O)(c1cccs1)N1CCN(CC(O)COC2CCCc3ccccc32)CC1 (stereo not given)	4%	11%	i	0%	-1%	VEEV TC-83 Vero 10K pilot screen=1.7
Cn1nc(C(=O)NNC(=O)C(CCC(N)=O)NS(=O)(=O)c2ccc(Cl)cc2)c2ccccc2c1=O (stereo not given)	nt	-14%	2.0%	-4%	-9%
CC(=O)c1ccc(NC(=O)C2=CC(c3ccco3)=NS(=O)(=O)N2C)cc1	4%	33%	1.2%	5%	6%
O=C(c1ccoc1)N1CCCC(CO)(CCCc2ccccc2)C1 (stereo not given)	-3%	0%	1.1%	-2%	-4%
Cc1ccc(-n2c(SCC(=O)NCc3ccco3)nc3c([nH]c4ccccc43)c2=O)cc1	-6%	nt	2.8%	30%	-7%
O=[N+]([O-])c1ccc(Cl)cc1NCC1CCCO1 (stereo not given)	10%	-12%	i	-4%	4%
Cn1c(C(=O)Nc2ccc3c(c2)OCCO3)cc2sccc21	1%	17%	i	2%	7%
Cc1ccc2c(C)c(C(=O)N3CCN(C4CCS(=O)(=O)C4)CC3)oc2c1C (stereo not given)	-4%	-5%	3.5%	0%	0%
Remaining list, next part.
SMILES	PhoP GFP inhibition	tuberculosis growth	VEEV TC-83 Vero	influenza NS1A	M. tuberculosis HTS	others
COc1ccc(Cc2nnc(NC(=O)Cn3cnc4c3c(=O)n(C)c(=O)n4C)s2)cc1OC	2%	3%	1.1%	5%	1%
CC(C(=O)N1c2ccccc2CCc2ccccc21)n1nnc(-c2ccc(N(C)C)cc2)n1 (stereo not given)	-1%	12%	1.4%	14%	-4%
O=C(Cn1nnc(-c2ccccc2)n1)N/N=C/c1cccc([N+](=O)[O-])c1	5%	15%	0.6%	-2%	-10%
O=C(CCC1CCCC1)NC1CCCCC1	2%	?	i	-1%	5%
Cc1ccc(C(=O)NNC(=O)C(C)Oc2ccc3ccccc3c2)o1 (stereo not given)	-1%	10%	5.1%	-4%	-2%
CCCN1Cc2cccc(C(=O)Nc3ccc(C)cc3)c2C1=O	6%	11%	0.7%	8%	4%
COc1ccc(CC(=O)Nc2ccc(-c3cn4cccc(C)c4n3)cc2)cc1OC	8%	12%	1.0%	7%	4%
COc1cccc(C(C(=O)Nc2ccc(F)cc2)N(C(=O)Cn2nnc3ccccc32)C2CC2)c1 (stereo not given)	-12%	32%	0.8%	-1%	6%
CCNC(=O)c1cc2ccccc2o1	-4%	-15%	0.7%	-2%	-2%
Cc1cc(C)n2nc(C(=O)OCC(=O)NCc3ccc(Cl)cc3)nc2n1	nt	9%	3.4%	-10%	6%
COc1ccc(Cl)c2c1[nH]c1nc(SCc3ccccn3)nnc12	8%	-18%	4.8%	11%	8%
COc1cc(/C=N/NC(N)=O)ccc1OCC(=O)Nc1cc(C)c(C)cc1Br	-4%	8%	0.5%	-15%	2%
O=C(OCC(=O)N1CCc2ccccc21)c1ccccc1[N+](=O)[O-]	nt	61%	6.0%	-7%	-2%
COC(=O)c1sc2ccccc2c1NC(=O)c1coc2ccccc2c1=O	-17%	41%	6.5%	-4%	19%
Cc1ccc(NC(=O)CCNC(=O)c2ccc(Br)cc2)cc1S(=O)(=O)N1CCOCC1	-3%	11%	3.3%	-14%	3%
O=C(COC(=O)c1ccc(Br)o1)Nc1ccc2c(c1)OCCO2	nt	63%	i	7%	42%
Cn1c(C(=O)NN)cc2cc(OCc3ccccc3)ccc21	0%	1%	0.9%	nt	16%
O=S(=O)(c1ccc(Cl)cc1)c1nc(-c2ccco2)oc1N1CCCCC1	-7%	7%	3.5%	-4%	6%
Nc1nonc1-c1noc(CCCCCN2C(=O)c3ccccc3C2=O)n1	-6%	12%	1.7%	0%	6%
CCOc1ccc(CCNC(=O)CN2C(=O)NC3(CCCCC3)C2=O)cc1OCC	11%	-6%	1.2%	-5%	-5%
O=C1CCC([N+](=O)[O-])C(c2ccccc2Br)N1 (stereo not given)	2%	0%	0.2%	-6%	0%
COc1ccc(-n2nc(C(=O)NCC(=O)N3CCN(Cc4ccccc4)CC3)c3ccccc3c2=O)cc1OC	-25%	-8%	5.6%	6%	17%
CN(C)S(=O)(=O)c1cccc(NC(=O)COC(=O)CCSc2ccc(Cl)cc2)c1	7%	50%	0.2%	9%	1%
COC(=O)c1c(NC(=O)c2cccs2)sc2c1CCC(C)C2 (stereo not given)	-22%	-4%	3.0%	-4%	-5%
CCn1c(=O)c(C(=O)Nc2ncccc2O)c(O)c2ccccc21	-3%	nt	i	-1%	0%

Among those listed so far, these have a nitro group on carbon:
SMILES	PhoP GFP inhibition	tuberculosis growth	VEEV TC-83 Vero	influenza NS1A	M. tuberculosis HTS	others
CC1CN(C(=O)c2ccccc2NS(=O)(=O)c2cccc([N+](=O)[O-])c2)CC(C)O1 (stereo not given)	0%	5%	0.0%	3%	1%
O=[N+]([O-])c1ccc(Cl)cc1NCC1CCCO1 (stereo not given)	10%	-12%	i	-4%	4%
O=C(Cn1nnc(-c2ccccc2)n1)N/N=C/c1cccc([N+](=O)[O-])c1	5%	15%	0.6%	-2%	-10%
O=C(OCC(=O)N1CCc2ccccc21)c1ccccc1[N+](=O)[O-]	nt	61%	6.0%	-7%	-2%
O=C1CCC([N+](=O)[O-])C(c2ccccc2Br)N1 (stereo not given)	2%	0%	0.2%	-6%	0%

(listing goes on)
SMILES	PhoP GFP inhibition	tuberculosis growth	VEEV TC-83 Vero	influenza NS1A	M. tuberculosis HTS	others
COc1ccc(Cl)cc1NC(=O)C(C)Sc1n[nH]c(N)n1 (stereo not given)	0%	3%	i	0%	-2%
CCOc1ccccc1OCCCCCc1c(C)n[nH]c1C	4%	?	i	-12%	?
O=C(CS(=O)(=O)c1ccccc1)Nc1nc(-c2ccccc2)cs1	6%	53%	6.9%	0%	57%
CCc1ccccc1NC(=S)N(CCc1ccncc1)C(C)C	12%	-3%	8.0%	1%	2%
CCCCOCCCNC(=O)/C=C/c1ccccc1Cl	1%	22%	0.1%	5%	-3%
COc1ccc(S(=O)(=O)Nc2nncs2)cc1	8%	-5%	0.9%	3%	-10%
CCCCc1nnc(NC(=O)CSCc2cc(=O)n3c(C)csc3n2)s1	-4%	8%	2.9%	-4%	1%
O=C(NCc1ccccc1)C1C2C=CC3(CN(Cc4cccnc4)C(=O)C13)O2 (stereo not given)	-3%	-6%	1.2%	5%	8%
Cc1nn(Cc2nnc(SCC(=O)Nc3ccc(Cl)cc3)n2C)c(C)c1[N+](=O)[O-]	16%	8%	2.4%	nt	5%
COc1ccc(/C=C(\NC(=O)c2ccc([N+](=O)[O-])cc2)C(=O)N2CCOCC2)cc1	-8%	-2%	i	10%	-1%
CCOc1ccc(NC(=O)c2c(O)[nH]c(=O)[nH]c2=O)cc1	4%	?	i	3%	35%
COc1ccc(CNC(=O)[C@H](C)NC(=O)C2CCN(C(=O)[C@@H](N)Cc3ccccc3)CC2)cc1	2%	2%	0.8%	-10%	-7%
O=C(O)c1ccccc1OCC1CCCO1 (stereo not given)	-2%	-2%	0.8%	0%	-5%
CC(C)(C#N)Cc1cc(CC(C)(C)C#N)cc(C(C)(C)C)c1	-24%	0%	0.5%	0%	10%
O=C(c1cccc(S(=O)(=O)Nc2ccccc2F)c1)N1CCN(c2ccccc2F)CC1	-13%	-8%	3.6%	-4%	-10%
O=C(C1=C[C@@H]2[C@H]3C(=O)N(c4cccc(Cl)c4)C(=O)[C@H]3[C@@H](C(=O)c3ccc(Cl)cc3)N2C=C1)c1ccccc1	-5%	36%	3.8%	0%	5%
Cc1ccnc(NC(=O)c2ccc(Cl)c(NC(=O)C(C)Oc3ccccc3)c2)c1 (stereo not given)	4%	-3%	9.1%	-4%	35%
CC(=O)Nc1ccc2c(c1)[nH]c(=O)c1ccccc12	nt	nt	9.2%	1%	nt
CCCOc1ccccc1C1C(C(=O)OC)=CN(C(C)C)C=C1C(=O)OC	6%	-9%	7.3%	-38%	-3%
COc1ccccc1N1CCN(C(CNC(=O)c2ccco2)c2cccnc2)CC1 (stereo not given)	1%	9%	i	-8%	-5%
COc1ccc(CCNC(=O)COC(=O)c2cnc(C)cn2)cc1	7%	-17%	1.1%	-16%	-4%
COc1cccc(C(=O)N(C)CC2CCN(CCc3cccc(C(F)(F)F)c3)CC2)c1	-2%	2%	i	3%	-3%
Cc1cccc(NC(=O)C2CCC(CNC(=O)[C@@H]3Cc4ccccc4CN3)CC2)c1 (stereo not given in full)	-15%	39%	i	4%	-6%
O=C(OCc1c(-c2ccccc2)ncc2ccccc12)c1cccs1	nt	45%	2.2%	8%	7%
Cc1cc(NC(=O)CCC(=O)N(c2cccnc2)C(C(=O)NC2CCCC2)c2ccccc2)no1 (stereo not given)	12%	4%	1.6%	1%	2%
Next structures
SMILES	PhoP GFP inhibition	tuberculosis growth	VEEV TC-83 Vero	influenza NS1A	M. tuberculosis HTS	others
CCOC(=O)[C@H]1[C@H]2COc3ccc(Br)cc3[C@@H]2N2C(=O)CN(Cc3ccco3)C(=O)[C@@]12C	nt	18%	7.0%	-18%	10%
O=C(NCc1ccc2c(c1)OCO2)c1ccc(S(=O)(=O)N2CCCCC2)cc1	-1%	1%	i	-9%	-7%
Cc1ccc(C(=O)C(OC(=O)CN2C(=O)c3ccccc3C2=O)c2ccccc2)cc1 (stereo not given)	-8%	18%	i	2%	4%
O=C(CSc1nc(NS(=O)(=O)c2ccccc2)cc(=O)[nH]1)Nc1cccc(C(F)(F)F)c1	nt	nt	1.9%	-14%	nt
Cc1ccc(C)c(-n2c(SCC(=O)O)nc3sc4c(c3c2=O)CCCC4)c1	-7%	-4%	1.3%	8%	13%
O=C(CS(=O)c1ccccc1[N+](=O)[O-])Oc1ccc(Br)cc1 (stereo not given)	-2%	46%	1.3%	-4%	-5%
CC(C)c1nnc(NC(=O)CCC(=O)N2CCN(Cc3ccccc3)CC2)s1	-2%	25%	1.0%	17%	2%
O=C(CSc1nc(-c2ccccc2)c(-c2ccccc2)[nH]1)N1CCN(S(=O)(=O)c2ccccc2)CC1	2%	38%	i	6%	42%
CCOC(=O)C1(CCOc2ccccc2)CCN(S(=O)(=O)N(C)C)CC1	1%	13%	i	0%	3%

Two compounds drawn at random from the list so far, as already listed:
SMILES	PhoP GFP inhibition	tuberculosis growth	VEEV TC-83 Vero	influenza NS1A	M. tuberculosis HTS	others
C/C(Cc1ccccc1)=N/NC(=O)CCCC(=O)N/N=C(/C)Cc1ccccc1	20%	-17%	0.8%	2%	-2%
COc1ccc(/C=C(\NC(=O)c2ccc([N+](=O)[O-])cc2)C(=O)N2CCOCC2)cc1	-8%	-2%	i	10%	-1%
